High-throughput results as filed in PubChem BioAssay.
A350 autofl: compounds fluorescent in Alexa 350 spectral region. Compound autofluorescence, 340/450 nm, Alexa 350 dye-equivalents; hits give high values. max dye-equivalent concentration, M. 11% of 59,000 active; in the data active = max dye-equivalent concentration above about 10 nM; inconclusive = mostly about 1.1 nM to 9.6 nM
UbGFP stabilizer: inhibits proteasome, raising ubiquitin-GFP reporter fluorescence. Ubiquitin-GFP reporter cells, proteasome inhibition, GFP fluorescence; response scale: untreated = 0%, 10 µM MG-132 = 100%. Potency, µM (highest dose often 45.9 µM), for the others: top-dose activation (GFP accumulation), actives largely listed as activators. 67,000 tested, under 10 active; active = well fitted activation curve with a large enough effect, not every such curve was filed as active; inconclusive = small, poorly fitted or top-dose-only effect, or another doubt; inactive = no such curve, though single readings can be large or run the other way; also: potency is read from the fitted curve at half-maximal effect
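GFP accumulation read-out: laser plate cytometry counting ubiquitin(G76V)-GFP-expressing U2OS cells after 4 hr compound exposure at 37 °C. Titrations spanned 46 uM to 2.9 nM; 0% = basal, 100% = 10 uM MG-132; concentration-response curves fitted.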
BRCT inh green: inhibitors of human BRCA1 BRCT-phosphoprotein interaction (green fluorophore) | BRCA1 BRCT-phosphopeptide binding, green fluorescence polarization | Potency, µM (doses to about 76.9 µM), inactives show at the top dose activity change, negative = inhibition, usual class: inhibitors | 0.05% of 75,000 active | AID 875;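 also: potency is read from the fitted curve at half-maximal effect; plate controls were peptide without protein for full effect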
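Compounds were incubated for 12 min at room temperature with a complex of 100 nM fluorescein-tagged pBACH1 decapeptide and 250 nM His-tagged BRCT protein. Buffer was phosphate pH 7.3 with EDTA, DTT and Tween 20. Disruption of binding lowers the polarization signal.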
BRCT inh red: disrupts BRCA1 BRCT binding to phosphoprotein, red fluorophore readout | P38398 | BRCT-phosphopeptide binding, red fluorescence polarization | Potency, µM (highest dose often 76.9 µM), without a hit: at the top dose activity change, negative = inhibition, usual class: inhibitors | 0.03% of 75,000 active; also: % is scaled to controls: 0 for no effect and ±100 for the full control effect
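Rhodamine-labelled pBACH1 10-mer (100 nM) bound to BRCT domain (100 nM) at pH 7.3; compounds incubated 12 min room temperature, polarization read. Free peptide defines full inhibition; unlabelled decapeptide titrated as control.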
CRE Fsk mod: modulators of forskolin-stimulated CRE signaling in CHO cells | AID 662 | CHO CRE-bla reporter (cAMP response element driving beta-lactamase), forskolin EC10, beta-lactamase ratio | 2.5% of 71,000 active | Potency, µM (titrated, usually from 38.2 µM), for the others: top-dose activity change, negative = inhibition, usual class: activators; active = well fitted activation curve with a large enough effect in the signal ratio, with a control signal flat, not every such curve was filed as active; inconclusive = small, poorly fitted or top-dose-only effect, or effect the other way, or a change in a side signal; the % refers to the signal ratio; also: potency is read from the fitted curve at half-maximal effect; % of control where 0% means no effect
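Cells were plated overnight at 37 °C, exposed to compound titrations plus EC10 NKH 477 for 3 h, then given CCF4 dye for 2 h at room temperature. Blue/green (460/530 nm) ratio was converted to %Activity and AC50 values calculated.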
Pol III holo inh: blocks replication by bacterial DNA polymerase III holoenzyme; reconstituted DNA polymerase III holoenzyme replication, biochemical; Potency, µM (highest dose often 57.1 µM), for inactives: top-dose activity change, negative = inhibition; 0.25% of 71,000 active; AID 603; also: potency is read from the fitted curve at half-maximal effect; % is scaled to controls: 0 for no effect and ±100 for the full control effect
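Reconstituted *E. coli* holoenzyme (0.35 nM Pol III, 1 nM beta, 154 nM SSB, 2 nM primase) was preincubated with compound for 15 min at RT. Synthesis on 1.4 nM ssM13Gori ran 35 min, then was stopped with PicoGreen/EDTA and read as dsDNA fluorescence.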
Hsp90 Hop PPI: changes Hsp90-Hop TPR2A binding signal, up or down. AlphaScreen TPR2A-His6 binding biotin-Hsp90 C-terminal peptide. Potency, µM (series often up to 57 µM), without a hit: at the top dose activity change, negative = inhibition. 0.44% of 71,000 active. AID 595; active = well fitted curve in either direction with a large enough effect; inconclusive = small, poorly fitted or top-dose-only effect, or another doubt; also: potency is read from the fitted curve at half-maximal effect; % is scaled to controls: 0 for no effect and ±100 for the full control effect; many of its hits are not listed in these tables
4-MU autofl: 4-MU region autofluorescence; compound autofluorescence, 340/450 nm, 4-MU equivalents; hits give high values; max dye-equivalent concentration, M; 11% of 59,000 active; AID 589; in the data active = max dye-equivalent concentration above about 10 nM; inconclusive = mostly about 1.1 nM to 9.6 nM
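Intrinsic fluorescence at 340/450 nm (ex/em) was read after 15 min at room temperature in pH 8.0, 100 mM Tris. Each compound concentration expressed as 4-MU-equivalent concentration from a six-point 4-MU standard series on each plate.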
ALOX15 inhib: blocks human 15-lipoxygenase activity. 1.4% of 74,000 active. purified 15hLO-1, xylenol orange hydroperoxide absorbance. P16050. Potency, µM (titrated, usually from 57.1 µM), inactives show at the highest dose activity change, negative = inhibition, hits mostly inhibitors; also: potency is read from the fitted curve at half-maximal effect; % is scaled to controls: 0 for no effect and ±100 for the full control effect; nearly all actives have a fitted effect of over 55% in size
Target sequence (P16050 whole entry, looked up): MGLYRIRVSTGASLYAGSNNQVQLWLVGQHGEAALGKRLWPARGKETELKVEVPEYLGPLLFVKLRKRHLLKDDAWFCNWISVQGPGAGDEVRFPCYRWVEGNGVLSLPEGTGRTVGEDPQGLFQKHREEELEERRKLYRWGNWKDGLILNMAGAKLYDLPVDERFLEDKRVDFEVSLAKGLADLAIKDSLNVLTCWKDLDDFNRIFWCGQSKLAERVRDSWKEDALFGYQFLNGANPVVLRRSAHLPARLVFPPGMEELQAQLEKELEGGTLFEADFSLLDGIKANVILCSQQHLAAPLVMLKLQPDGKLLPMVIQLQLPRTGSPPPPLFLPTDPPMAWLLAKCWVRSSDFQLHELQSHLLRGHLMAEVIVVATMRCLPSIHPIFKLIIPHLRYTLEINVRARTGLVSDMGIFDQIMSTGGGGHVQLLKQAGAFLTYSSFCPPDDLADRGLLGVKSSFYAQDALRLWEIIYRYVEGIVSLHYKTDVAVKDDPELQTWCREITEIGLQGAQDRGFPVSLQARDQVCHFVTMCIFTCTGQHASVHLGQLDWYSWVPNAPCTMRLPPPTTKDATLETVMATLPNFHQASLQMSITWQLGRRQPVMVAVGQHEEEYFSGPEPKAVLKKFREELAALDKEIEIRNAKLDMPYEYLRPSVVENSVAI
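Compounds were preincubated 15 min at room temperature with 40 nM purified human enzyme (25 mM Hepes pH 7.5, 0.01% Triton X-100); 50 uM arachidonic acid reacted 6 min. Fe-xylenol orange detection, 30 min, absorbance ratio 573/405 nm.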
Epigenetic mod: epigenetic GFP locus derepression in mouse cells; mouse C127i GFP locus derepression, cytometry, 30 h; Potency, µM (top dose mostly 46.1 µM), for the others: at the highest dose GFP derepression (activation); 0.09% of 68,000 active; also: % of control where 0% means no effect
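Read-out is the number of GFP-positive cells, scored as fluorescent objects 20 to 120 um wide, reflecting derepression of a silenced CMV-GFP reporter in murine C127i cells after 30 h compound exposure at 37 C.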
HBB splicing: hemoglobin beta splicing modulation. HBB splicing reporter cell assay, activation; EGFP reporter with mutant IVS2-654 intron; response scale: normalised to 500 nM splice-correcting PNA. Potency, µM (series often up to 46.1 µM), for the others: top-dose activation, hits mostly activators. 0.06% of 65,000 active. AID 925; also: potency is read from the fitted curve at half-maximal effect; 0% is about no effect
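HeLa cells stably expressing EGFP interrupted by mutant beta-globin intron 2 (IVS2-654), 500/well in 2% FCS. Treated with compound for 2 days at 37C. Splicing correction scored as total well GFP intensity (488 nm excitation, 500-520 nm emission); 500 nM antisense PNA served as control.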
An asterisk follows results filed as active; i = inactive; ? = inconclusive; · = not tested or not shown; [ ] = remark or other dose. Unless noted, calls follow the shape of the dose curve; as a rule, active = well fitted curve in the direction sought with a large enough effect; inconclusive = small, poorly fitted or top-dose-only effect, or another doubt; inactive = no such curve, though single readings can be large; an effect the other way counts as inactive or inconclusive.

SMILES	A350 autofl	UbGFP stabilizer	BRCT inh green	BRCT inh red	CRE Fsk mod	Pol III holo inh	Hsp90 Hop PPI	4-MU autofl	ALOX15 inhib	Epigenetic mod	HBB splicing
N#CCCn1cc(C(CC(=O)c2ccccc2)C(=O)O)c2ccccc21 (configuration not stated)	i	10%	-1.4%	0.4%	9%	-1%	-2%	i	-3%	0%	-1.1%
COc1ccc(Cc2nnc(NC(=O)C3CCCO3)s2)cc1 (configuration not stated)	i	-3%	-1.0%	-0.4%	10%	-2%	-2%	i	5%	0%	·
O=S(=O)(NCCc1ccncc1)c1ccc(S(=O)(=O)N2CCCCCC2)cc1	i	-7%	0.6%	-1.1%	2%	1%	-2%	i	-6%	0%	·
CCOC(=O)CCCCC(=O)c1[nH]c(=O)[nH]c1CN1CCOCC1	i	6%	-1.7%	-1.0%	4%	4%	2.5µM*	i	2%	3%	-0.2%
Cc1nn(Cc2ccc(Cl)c(Cl)c2)c(C)c1NC(=O)c1cc(CC(C)C)on1	·	1%	-0.8%	0.8%	?	1%	-4%[2.3 µM]	·	-20%	·	-0.7%
Cc1c(NC(=O)CCCCCN2C(=O)C3C4C=CC(C4)C3C2=O)c(=O)n(-c2ccccc2)n1C (configuration not stated)	·	6%	-0.8%	0.5%	-2%	1%	-5%[2.3 µM]	·	-4%	·	0.0%
CCCCCCCCCCCC(=O)O[C@H](CC(=O)O)C[N+](C)(C)C	·	-3%	-1.2%	-0.2%	5%	-4%	-2%	·	1%[25.6 µM]	1%	·
COc1ccc(CN(CCCN2CCOCC2)S(=O)(=O)N(C)C)cc1OC	i	3%	-3.2%	-0.6%	-26%	-10%	-1%	i	9%	-3%	2.3%
CCCCC(=O)c1c(O)c2ccccc2oc1=O	i	2%	0.1%	-0.7%	4%	-9%	5%	i	-3%	3%	-0.9%
CCOC(=O)C1CCN(C(=O)c2ccc(Cl)c(Cl)c2)CC1	i	0%	-0.7%	0.2%	6%	-4%	-16%	i	2%	0%	-1.0%
CCNC(=O)NC(=O)C(C)OC(=O)c1cccnc1SC (configuration not stated)	i	-9%	0.3%	-1.5%	?	-2%	-4%	i	-3%	2%	-1.3%
CC1CCCN(c2nc3c(c(=O)n(C)c(=O)n3C)n2CCSc2nc3ccccc3o2)C1 (configuration not stated)	i	-2%	1.8%	-0.6%	-7%	6%	2%	i	-2%	4%	-1.0%[57.5 µM]
CC(C)(C)c1ccc(OCC(=O)O)c(Cl)c1	i	-8%[9.17 µM]	-1.5%[15.4 µM]	1.4%[15.4 µM]	-12%[7.6 µM]	0%[11.4 µM]	-2%[11 µM]	i	1%[11.4 µM]	-2%[9.22 µM]	2.9%[9.22 µM]
COC(=O)c1ccc(C(/C=C/[C@@H](C)C(=O)NCCc2c[nH]c3ccccc23)NC(=O)OCc2ccccc2)cc1 (some centres not stated)	·	·	-2.0%	-0.9%	-10%	-3%	-7%	·	-14%	·	0.2%
CC1(C)CC(=O)C(C=NCCc2ccccn2)=C(O)C1	·	1%	-0.9%	1.7%	1%	0%	-1%	·	3%	-2%	0.9%[9.22 µM]
Cc1ccc(NC(=O)Cn2c(=O)n(CCCC(=O)NCc3ccco3)c(=O)c3ccccc32)cc1	i	-10%	-2.4%	1.3%	?	-3%	-2%	i	1%	-1%	-4.0%
CCc1cccc(C)c1NC(=O)C1CCCO1 (configuration not stated)	·	0%	-1.7%	-1.1%	2%	-8%	-1%	·	-2%	2%	-1.1%
Cn1cccc1Cc1nnc(SCC(=O)NCc2ccc(F)cc2)n1-c1ccc(F)cc1	·	3%	-2.1%	-0.2%	-7%	-2%	-2%[2.3 µM]	·	-21%	·	-0.6%
N#CCC(=O)Nc1ccccc1C(=O)O	i	2%	-3.0%	-0.2%	?	0%	1%	i	-3%	0%	-1.4%
CC(NC(=O)Nc1ccccc1)C(c1cccs1)N1CCN(C)CC1 (configuration not stated)	·	4%	-1.0%	-0.1%	-6%	-4%	-2%	·	-3%	·	1.3%
O=C(C1CCCN(S(=O)(=O)Cc2ccccc2)C1)N1CCCCC1 (configuration not stated)	i	1%	-1.2%	-0.7%	-5%	7%	-10%	i	-11%	9%	-0.2%
CCCn1c(SCC(=O)O)nc2ccccc21	i	11%	-3.9%	-1.0%	?	-7%	-3%	i	4%	-3%	0.4%
COC(=O)c1cc(OC)c(OC)cc1NC(=O)c1cc(C)on1	2.8e-08M*	-6%	-1.2%	-0.8%	?	-8%	1%	2.8e-08M*	-6%	-3%	0.9%
O=C(Cn1c(=O)[nH]c2ccsc2c1=O)NC1CCCCC1	?	3%	-2.4%	0.0%	-9%	1%	3%	?	-2%	-2%	0.6%
COCCn1c(=O)c(-c2cccs2)nc2cnc(Nc3ccccc3)nc21	i	?	60%[activator]	-0.1%	?	-7%	-5%	i	-2%	3%[9.22 µM]	?
COc1cccc(OCC(O)CO)c1 (configuration not stated)	i	-5%	0.9%	0.2%	7%	-2%	0%	i	5%	0%	·
Cc1cc(C(=O)CN2C(=O)c3ccccc3C2=O)c(C)n1Cc1cccs1	i	1%	2.8%	0.2%	12%	1%	-3%	i	1%	0%	0.2%[57.5 µM]
CC1CCN(CC(O)COC2CCC(C(C)(C)C)CC2)CC1 (configuration not stated)	i	5%	-1.2%	0.5%	-10%	-2%	0%	i	4%	-4%	-1.2%
Cn1c(N)c(C(=O)COC(=O)c2cccs2)c(=O)n(C)c1=O	i	5%	0.5%	0.6%	9%	1%	-3%	i	1%	0%	0.2%[57.5 µM]
CC1Cc2cc(C(=O)O)ccc2O1 (configuration not stated)	i	-4%	-2.6%	-0.8%	-2%	-6%	-1%	i	-1%	-3%	1.0%
CCOc1ccccc1C1C(C(=O)Nc2ccc(OC)cc2)=C(C)Nc2nc(CCCO)nn21 (configuration not stated)	·	6%	-6.2%	-0.4%	-3%	0%	-4%	·	-1%	0%	0.5%
CCN1C(=O)/C(=C\N2CCCc3ccccc32)SC1=S	1.5e-08M*	-2%	-1.7%	0.5%	-2%	-13%	-3%	1.4e-08M*	-24%	2%	1.9%[57.5 µM]
COc1ccc(Br)cc1C(=O)Nc1cccc(NC(=O)c2ccco2)c1	·	-17%[9.17 µM]	3.0%	-0.1%	?	10%[11.4 µM]	-3%[11 µM]	·	-15%[11.4 µM]	-2%	-3.7%[0.0738 µM]
c1ccc(-c2csc3ncn4nnnc4c23)cc1	i	-2%	2.1%	1.6%	15%	-7%	4%	i	2%	0%	0.1%
COC(=O)c1ccc2c(=O)n(Cc3ccco3)c(SCC(=O)Nc3ccccc3Cl)nc2c1	?	-3%	-1.7%	0.1%	20%	-4%	0%	?	-9%	13%	-1.3%
CCC(C)NC(=O)CC(c1ccc(OC)cc1)n1cccc1 (configuration not stated)	i	-6%	-2.2%	1.2%	-6%	-2%	-4%	i	0%	4%	-0.1%
Cc1cc2c(cc1C)NC1=C(N2)O[C@H](c2c[nH]c3ccc(COc4ccccc4)cc23)C1=O	i	-10%[9.17 µM]	-0.6%[15.4 µM]	-0.2%[15.4 µM]	-9%[7.6 µM]	-10%[11.4 µM]	?	i	12%[11.4 µM]	2%[9.22 µM]	-0.5%[9.22 µM]
COc1ccc(OC)c(CCNC(=O)Cn2sc3nc(C)cc(C)c3c2=O)c1	·	6%	-0.1%	-0.3%	?	3%	-12%	·	?	3%	-0.3%
CCc1ccc2c(c1)CCCN2C(=O)c1ccccc1C(=O)O	?	4%	0.1%	0.3%	2%	0%	-6%	?	?	0%	-1.3%[57.5 µM]
COc1ccc(NC(=O)CSc2nnc(-c3cccnc3)n2Cc2ccco2)c(OC)c1	i	-2%	-2.8%	-1.4%	12%	-4%	-2%	i	4%	0%	·
CCOc1ccc(N(CC(=O)NC(C)(C)C)C(=O)c2ccco2)cc1	i	2%	-2.0%	-1.5%	?	-12%	-2%	i	13%	0%	-3.0%
CCOC(=O)N1CCN(C(=O)c2cccc(NC(=O)c3ccco3)c2)CC1	?	-2%	-2.3%	-0.5%	-4%	-3%	-1%	?	2%	6%	2.3%
CCOc1ccc2[nH]c(=O)c(CN(Cc3ccc(C)cc3)C(=O)N3CCCC3)cc2c1	2.7e-08M*	0%	-1.8%	1.0%	2%	-5%	-3%	3.5e-08M*	-12%	1%	·

Compounds as they come; 12% or so of the library scored in one or more.
